Bioassay records deposited in PubChem BioAssay by National Center for Advancing Translational Sciences (NCATS).
KB-V1 MDR tox = qHTS assay for MDR1-selective chemotherapeutics: Primary screen using the drug-selected MDR subline cells KB-V1. KB-V1 MDR cells viability, CellTiter-Glo, 72 h. Potency, µM (highest dose often 46.1 µM), for the others: at the highest dose activity change, negative = cytotoxicity, actives largely listed as cytotoxic. 3.4% of 400,000 active. AID 1347076, 2019; note: potency is the fitted concentration of half-maximal effect; % is set by controls: 0 for no effect and ±100 for the full control effect; nearly all actives have a fitted effect of over 60% in size
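KB-V1 cells (P-gp-expressing MDR subline of KB-3-1) in phenol-red-free DMEM with 10% FBS were exposed to library compounds over a concentration series for 72 h at 37 degrees C. Viability read by CellTiter-Glo luminescence; concentration-effect curves fitted after normalization.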
GLP1R cytotox = qHTS of GLP-1 Receptor Inverse Agonists: Cytotox Screen | HEK293 cAMP-luciferase reporter cells, luminescence, 24 h | Potency, µM (highest dose often 38.3 µM), for inactives: at the highest dose activity change, negative = inhibition, hits mostly inhibitors | 0.13% of 410,000 active;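 note: loss of luciferase light is scored as toxicity; potency is the fitted concentration of half-maximal effect; % is set by controls: 0 for no effect and ±100 for the full control effect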
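Quantitative HTS format, 1536 wells, 200 cells/uL seeded. Compounds: 23 nL, 24 h, 37 °C. Detection: luciferase reagent, luminescence at 12 min RT; decreased signal taken as cytotoxic.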
KB-3-1 tox = qHTS assay for MDR1-selective chemotherapeutics: Primary screen using the parental adenocarcinoma cell KB-3-1 | KB-3-1 viability, CellTiter-Glo ATP luminescence, 72 h | Potency, µM (highest dose often 46.1 µM), for the others: at the highest dose activity change, negative = cytotoxic, most hits filed as cytotoxic | 1.4% of 400,000 active | AID 1347075, 2019; note: potency is the fitted concentration of half-maximal effect; % is set by controls: 0 for no effect and ±100 for the full control effect; nearly all actives have a fitted effect of over 60% in size
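Using CellTiter-Glo luminescence, growth of non-resistant KB-3-1 adenocarcinoma cells is assessed 72 h after pin-tool compound addition at 37 °C. Normalized responses across the concentration series yield fitted curves.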
IL-1B inflam inh = qHTS for Inhibitors of Inflammasome Signaling: IL-1-beta AlphaLISA Primary Screen | THP-1 LPS/ATP IL-1B secretion, AlphaLISA, 16 h; hits give low values | 4.7% of 360,000 active | activity change, % at 57.5 µM; in the data active = activity change below about -50%; inconclusive = mostly about -30% to -49%; note: % is set by controls: 0 for no effect and ±100 for the full control effect
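THP-1 cells pretreated 1 hr with compounds (up to 57.5 uM final), then stimulated with LPS (250 ng/mL final) plus ATP (1.25 mM final); secreted IL-1B measured by AlphaLISA after 16 hr, decreased signal indicating inhibition.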
SW480 rereplic = A quantitative high throughput screen for small molecules that induce DNA re-replication in SW480 colon adenocarcinoma cells; 1.8% of 340,000 active; Potency, µM (highest dose often 46.1 µM), inactives show at the highest dose re-replication activation, hits mostly activators; SW480 DNA re-replication, Hoechst DNA content imaging, 48 h; note: potency is the fitted concentration of half-maximal effect; % of control where 0% means no effect; nearly all actives have a fitted effect of over 55% in size
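Quantitative HTS format with DMSO vehicle controls; 48 hr drug incubation at 37 C, then 40 min Hoechst staining and scanning imager measurement at 405 nm excitation.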
HT1080NT lethal = qHTS for induction of synthetic lethality in tumor cells producing 2HG: qHTS for the HT-1080-NT fibrosarcoma cell line; 1.6% of 360,000 active; HT-1080-NT fibrosarcoma viability, CellTiter-Glo ATP luminescence, 48 h; Potency, µM (titrated, usually from 46.1 µM), for the others: top-dose activity, negative = less viability, usual class: cytotoxic;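 note: NT is the 2HG producing partner of a matched IDH1 knockdown line; potency is the fitted concentration of half-maximal effect; 0% = DMSO-treated cells and -100% = media-only wells without cells; nearly all actives have a fitted effect of over 55% in size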
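HT-1080-NT fibrosarcoma cells (2HG-overproducing), 750 cells/well in RPMI with 5% FBS, dosed after 2 h and incubated 48 h at 37C. CellTiter-Glo luminescence normalized to DMSO and no-cell wells; concentration-response curves fitted and classed.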
MCF10A rerep = A quantitative high throughput screen for small molecules that induce DNA re-replication in MCF 10a normal breast cells; MCF 10A DNA re-replication, Hoechst nuclear intensity, 48 h; Potency, µM (highest dose often 46.1 µM), for the others: top-dose activity, positive = re-replication, usual class: activators; 2.9% of 350,000 active; note: potency is the fitted concentration of half-maximal effect; % of control where 0% means no effect; nearly all actives have a fitted effect of over 50% in size
D3 ag = qHTS of D3 Dopamine Receptor Agonist: qHTS | D3R DiscoveRx beta-arrestin cells, luminescence, 90 min | max activation, % | 0.58% of 410,000 active | AID 652048, 2013; in the data active = max activation above about 30%; note: 0% is about no effect; mostly tested at two doses, the higher about 12 µM
Target sequence (P35462 whole entry, looked up): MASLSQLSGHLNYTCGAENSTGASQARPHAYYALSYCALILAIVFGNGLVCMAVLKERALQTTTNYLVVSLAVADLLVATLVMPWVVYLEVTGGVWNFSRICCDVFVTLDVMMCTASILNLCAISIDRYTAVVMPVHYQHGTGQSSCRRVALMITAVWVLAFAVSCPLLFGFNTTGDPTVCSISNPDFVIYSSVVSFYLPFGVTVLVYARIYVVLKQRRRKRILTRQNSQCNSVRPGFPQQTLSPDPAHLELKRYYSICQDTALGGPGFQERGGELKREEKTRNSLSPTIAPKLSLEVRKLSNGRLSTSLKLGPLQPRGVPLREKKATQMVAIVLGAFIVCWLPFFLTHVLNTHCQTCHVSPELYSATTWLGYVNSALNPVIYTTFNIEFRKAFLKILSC
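Agonist-mode cell screen: cells plated at 1500/well and incubated overnight at 37 °C, then exposed to library compounds for 90 min at 37 °C. Detection reagent was added for 30–60 min at room temperature, and luminescence was read.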
HT1080 IDH1KD tx = qHTS for induction of synthetic lethality in tumor cells producing 2HG: qHTS for the HT-1080-IDH1KD cell line; HT-1080 IDH1 knockdown viability, ATP luminescence, 48 h; 2% of 360,000 active; Potency, µM (doses to about 46.1 µM), without a hit: top-dose activity, negative = toxicity, most hits filed as cytotoxic; AID 686971, 2013;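 note: potency is the fitted concentration of half-maximal effect; 0% = DMSO wells and -100% = cell-free medium wells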
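Knockdown cells (IDH1KD HT-1080) received compounds 2 h after plating at 750 cells/well and were kept 48 h at 37 °C in 5% FBS RPMI. A CellTiter-Glo luminescence read gave % activity for curve fitting.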
Numbers without * were called inactive; u = inconclusive; x = not tested or not shown; & = joins results of further samples; [ ] = remark or other dose. Unless noted, calls come from the whole dose curve; as a rule, active = well fitted curve in the direction sought with a large enough effect; inconclusive = small, poorly fitted or top-dose-only effect, or another doubt; inactive = no such curve, though single readings can be large; an effect the other way counts as inactive or inconclusive. Compounds were not picked by outcome; about 11% have a hit in one of these screens.

SMILES	KB-V1 MDR tox	GLP1R cytotox	KB-3-1 tox	IL-1B inflam inh	SW480 rereplic	HT1080NT lethal	MCF10A rerep	D3 ag	HT1080 IDH1KD tx
COC(=O)[C@@]1(Sc2ccc(C)cc2)CC(=O)N(c2ccccc2)[C@@H]1c1ccccc1	16µM*	-24%	u	-5	x	u	x	11	u
CC(=O)Nc1cc(C(=O)N2CCN(C)CC2)ccc1Sc1ccc(C)cc1	-3%	-5%	1%	-7	-5%	8%	-22%	-10	-5%
Cc1cc(C)c2cc(C(c3nnnn3C3CCCC3)N3CCOCC3)c(=O)[nH]c2c1 (stereo not drawn)	-16%	-1%	4%	-1	-6%	0%	7%	-1	0%
Cc1cc(NC(=O)c2ccccc2F)n(C(C)(C)C)n1	8%	1%	0%	1	u	-3%	-1%	8	17%
Cc1cccc(-c2nnc(SCC(=O)N3CCCC3)o2)c1	-8%	-5%	-8%	-11	-21%	1%	16%	2	1%
Cc1nn(-c2ccccc2)c2sc(C(=O)OCc3nnc(-c4ccccc4)o3)cc12	-12%	11%	4%	56	6%	-3%	9%	0	-13%
COc1cc(OC)cc(C(=O)NNC(=O)CCOc2ccccc2OC)c1	0%	2%	11%	-13	u	2%	3%	7	10%
CCn1nc(C)c(CN2CCCC(CO)(Cc3ccccc3)C2)c1C (stereo not drawn)	u	0%	-5%	-1	6%	-9%	10%	-3	-4%
Cc1ccc(NC(=O)c2cc(-c3ccccc3)nn2-c2ccccc2)c(Br)c1	0%	-2%	u	-3	0%	22%	u	1	14%
C=C(C)Cn1c(=O)c2c(nc3n2CCCN3CCc2ccccc2)n(C)c1=O	u	-25%	-5%	6	-14%	-4%	4%	-5	-3%
CCCN(CCC)CCNC(=O)c1cc2c(=O)oc3ccc(C)cc3c2s1	9%	4%	-3%	x	x	x	x	-1	x
O=C(c1ccc(F)c(S(=O)(=O)N2CCOCC2)c1)N1CCN(c2ncccn2)CC1	-6%	-5%	-2%	-9	-15%	-8%	-3%	-3	6%
CCOC(=O)c1cn[nH]c1C(F)(F)F	4%	-15%	-18%	x	14%	0%	-4%	8	-5%
COc1ccc(Cl)cc1NC(=O)C/C(C)=N/NC(=O)COc1ccc(C)cc1	15%	-10%	2%	-17	-74%[inhibitor]	0%	2%	5	6%
Cn1c(=O)c2c(O)cc(=O)n(-c3ccccc3)c2n(C)c1=O	18%	1%	-3%	23	0%	1%	-5%	-2	2%
CCOC(=O)Cc1csc(NC(=O)CSc2nc(N)c3c(C)c(C)sc3n2)n1	8.2µM*	u	-11%	7	0%	u	8%	2	-10%
COc1cc(OC)cc(C(=O)NNC(=O)CCC2CCCC2)c1	16%	2%	7%	0	-5%	0%	1%	-2	2%
Cc1ccc(S(=O)(=O)N(Cc2cccc(C(F)(F)F)c2)C(=O)N2CCN(C)CC2)cc1	27%	2%	6%	10	-20%	9%	u	-5	25%
Cc1ccc(-c2cc(C(=O)Nc3cc(C)on3)c3ccccc3n2)cc1	0%	10%	1%	23	u	0%	12%	-2	-2%
CCOc1ccc(NC(=O)CCC(=O)N2CC(C)Oc3ccc(C)cc32)cc1 (stereo not drawn)	9%	-7%	-8%	x	x	x	x	1	x
Cc1ccccc1NC(=O)c1ccccc1NS(=O)(=O)c1cccc2cccnc12	15%	0%	10%	34	-6%	-1%	2%	-1	-4%
Cc1ccc(C)c(S(=O)(=O)N2CCN(CC(=O)Nc3cc(C)on3)CC2)c1	1%	-4%	-7%	0	2%	2%	2%	1	0%
Cc1oc(-c2ccc(Cl)cc2)nc1CN1CCCC(C(=O)NCc2ccccc2)C1 (stereo not drawn)	-12%	-9%	-16%	x	x	x	x	-18	x
C=CCNC(=O)c1c2c(nc3ccccc13)-c1ccccc1CC2	u	1%	13%	-14	2%	-6%	0%	-2	-7%
Cc1c(/C=N/O)sc2ccccc12	21µM*	-7%	u	u	-4%	15%	-1%	1	16%

(more compounds)
SMILES	KB-V1 MDR tox	GLP1R cytotox	KB-3-1 tox	IL-1B inflam inh	SW480 rereplic	HT1080NT lethal	MCF10A rerep	D3 ag	HT1080 IDH1KD tx
COCCN1C=C2C(=O)C(C)(OC(=O)CCC(=O)OC)C(=O)C=C2C=C1C1CC1 (stereo not drawn)	-8%	-3%	0%	19	6%	2%	-44%[inhibitor]	5	6%
CCCOc1ccc(C2=CSC3=NCCN23)cc1	11%	-5%	3%	10	-6%	0%	3%	4	0%
COc1ccc(NC(=S)N(CCc2c(C)[nH]c3ccccc23)Cc2cccnc2)cc1	-25%	-16%	0%	-6	5%	-4%	2%	-4	-2%
CC(=O)Nc1ccc(NS(=O)(=O)c2ccc(Cl)s2)cc1	u	1%&3%	-4%&6%	-6	1%	-4%	2%	5&-6	-26%
COc1cccc(CNC(=O)[C@H](CC(C)C)NC(=O)N2CCn3c2nc2ccccc23)c1	u	5%	0%	u	-4%	-14%	u	-1	-25%
COC(=O)c1cccc(C23CC4(C2)[C@H](CN(Cc2ccc(-c5ccccc5)cc2)[C@@H]4c2ccccc2)C3c2ccc(Cl)nc2)c1 (stereo partly drawn)	11%	11%	-2%	28	-10%	14%	15%	11	8%
CC(C)n1c(N2CCN(C(=O)N3CCCCC3)CC2)nc2ccccc21	u	-11%	0%	13	0%	8%	-6%	-3	4%
CCOC(=O)c1nc2sc(C)c(C)c2c(=O)[nH]1	-5%	8%	0%	7	4%	8%	3%	7	1%
CC(C)c1nnc(SCC(=O)NCc2ccc3c(c2)OCO3)n1C	4%	1%	1%	-19	-13%	17%	1%	3	28%
NC(=O)C1CCN(C(=O)c2ccc(NS(=O)(=O)/C=C/c3ccccc3)cc2)CC1	2%	-17%	-23%	11	x	7%	x	3	-2%
COc1ccc(-c2cn3nc(SCC(=O)Nc4ccc(C)c(Cl)c4)ccc3n2)cc1	8%	4%	-2%	x	x	x	x	4	x
Cc1ccc(C)c(Nc2cc(C(=O)NC3CCCCC3)c3ccccc3n2)c1	7%	-1%	0%	x	x	x	x	-10	x
O=c1cc(CO)oc(CN2CCN(c3ccccc3)CC2)c1O	3%	0%	2%	12	-8%	5%	6%	-1	9%
Cc1noc(C)c1S(=O)(=O)N1CCC(Cc2ccccc2)CC1	-13%	-6%	1%	20	-2%	0%	17%	1	-4%
CCOC(=O)C1CCCN(S(=O)(=O)c2c(C)c(C)cc(C)c2C)C1 (stereo not drawn)	-7%	-11%	10%	21	-5%	-1%	24%	-1	1%
CCCN(CCC)CCCNC(=O)c1ccc2c(c1)N(CC)C(=O)c1ccccc1S2=O (stereo not drawn)	0%	3%	u	44	0%	-2%	-1%	-5	-19%
CCOc1ccc(S(=O)(=O)N2CCCC(C(=O)NCc3cccnc3)C2)cc1C (stereo not drawn)	-13%	4%	-5%	15	3%	2%	u	7	6%
CCNc1ccc(C(=O)Nc2ccc3nc(C)sc3c2)cc1[N+](=O)[O-]	2%	0%	3%	0	-5%	25%	1%	6	10%
Cc1cccc(C(=O)NNC(=O)c2ccc(O)cc2)c1	0%	10%	12%	-12	-4%	3%	-8%	-2	-14%
COc1ccc(C)cc1S(=O)(=O)N(CC(=O)N1CCCC1)c1ccccc1	-7%	10%	11%	12	-3%	5%	2%	8	4%
CCCCCn1cnnc1SCC(=O)c1ccc2c(c1)OCO2	u	4%	0%	-18	-11%	-4%	10%	-4	17%

Six entries from above, bar-delimited.
structure | KB-V1 MDR tox | GLP1R cytotox | KB-3-1 tox | IL-1B inflam inh | SW480 rereplic | HT1080NT lethal | MCF10A rerep | D3 ag | HT1080 IDH1KD tx
CCCN(CCC)CCCNC(=O)c1ccc2c(c1)N(CC)C(=O)c1ccccc1S2=O (stereo not drawn) | 0% | 3% | u | 44 | 0% | -2% | -1% | -5 | -19%
Cc1noc(C)c1S(=O)(=O)N1CCC(Cc2ccccc2)CC1 | -13% | -6% | 1% | 20 | -2% | 0% | 17% | 1 | -4%
CCOC(=O)c1nc2sc(C)c(C)c2c(=O)[nH]1 | -5% | 8% | 0% | 7 | 4% | 8% | 3% | 7 | 1%
CCOc1ccc(S(=O)(=O)N2CCCC(C(=O)NCc3cccnc3)C2)cc1C (stereo not drawn) | -13% | 4% | -5% | 15 | 3% | 2% | u | 7 | 6%
COc1ccc(NC(=S)N(CCc2c(C)[nH]c3ccccc23)Cc2cccnc2)cc1 | -25% | -16% | 0% | -6 | 5% | -4% | 2% | -4 | -2%
Cc1ccc(C)c(Nc2cc(C(=O)NC3CCCCC3)c3ccccc3n2)c1 | 7% | -1% | 0% | x | x | x | x | -10 | x

Compounds listed so far that contain two or more sulfur atoms:
SMILES	KB-V1 MDR tox	GLP1R cytotox	KB-3-1 tox	IL-1B inflam inh	SW480 rereplic	HT1080NT lethal	MCF10A rerep	D3 ag	HT1080 IDH1KD tx
CCOC(=O)Cc1csc(NC(=O)CSc2nc(N)c3c(C)c(C)sc3n2)n1	8.2µM*	u	-11%	7	0%	u	8%	2	-10%
CC(=O)Nc1ccc(NS(=O)(=O)c2ccc(Cl)s2)cc1	u	1%&3%	-4%&6%	-6	1%	-4%	2%	5&-6	-26%

Quoted from the listing.
CCCN(CCC)CCCNC(=O)c1ccc2c(c1)N(CC)C(=O)c1ccccc1S2=O (stereo not drawn) – GLP1R cytotox: 3%
COC(=O)[C@@]1(Sc2ccc(C)cc2)CC(=O)N(c2ccccc2)[C@@H]1c1ccccc1 – KB-V1 MDR tox: 16µM*
Cc1ccc(NC(=O)c2cc(-c3ccccc3)nn2-c2ccccc2)c(Br)c1 – HT1080 IDH1KD tx: 14%
